PTHR1 ag – activates the human parathyroid hormone receptor PTHR1; Q03431; HEK293 GP2 PTHR1 cells, GloSensor cAMP luminescence, 1 h; Potency, µM (doses to about 115 µM), without a hit: top-dose activation, hits mostly activators; 410,000 compounds, 0.075% hits; note: potency is the fitted concentration of half-maximal effect; nearly all actives have a fitted effect of over 55% in size; some results filed as inactive show a strong effect at the top dose; inactives centre near -15; many of its hits are not listed in these tables
Target sequence (Q03431 whole entry, looked up): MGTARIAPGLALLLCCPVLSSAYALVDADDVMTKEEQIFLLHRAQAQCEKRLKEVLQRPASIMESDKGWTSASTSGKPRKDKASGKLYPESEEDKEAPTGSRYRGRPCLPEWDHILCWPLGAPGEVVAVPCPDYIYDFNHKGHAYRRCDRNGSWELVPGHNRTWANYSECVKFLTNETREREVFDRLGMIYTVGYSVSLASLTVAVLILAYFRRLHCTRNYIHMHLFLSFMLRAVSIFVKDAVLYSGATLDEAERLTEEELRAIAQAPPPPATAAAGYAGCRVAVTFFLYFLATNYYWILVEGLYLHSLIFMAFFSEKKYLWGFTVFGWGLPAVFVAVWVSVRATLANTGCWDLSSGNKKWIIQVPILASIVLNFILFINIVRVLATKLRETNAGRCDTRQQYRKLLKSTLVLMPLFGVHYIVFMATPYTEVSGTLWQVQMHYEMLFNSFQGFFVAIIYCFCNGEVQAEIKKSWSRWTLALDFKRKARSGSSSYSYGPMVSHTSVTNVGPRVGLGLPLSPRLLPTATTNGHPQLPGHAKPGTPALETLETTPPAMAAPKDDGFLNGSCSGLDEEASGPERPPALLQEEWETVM
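HEK-293-derived GP2 cells expressing PTHR1 and a GloSensor cAMP reporter, 3,000/well, plated overnight, given luciferin plus IBMX (each 0.5 mM as added) for 1 h at 37 °C, then compound for 1 h at 37 °C. Luminescence was read after 15 min at room temperature.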
TDP43 rescue – rescues yeast growth from TDP-43 toxicity; TDP-43 expressing yeast growth rescue, BacTiter-Glo, 24 h; Potency, µM (series often up to 46.1 µM), without a hit: top-dose growth rescue (activation), usual class: activators; 410,000 compounds, 1.8% hits; AID 652104; note: potency is the fitted concentration of half-maximal effect; % of control where 0% means no effect; nearly all actives have a fitted effect of over 50% in size
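In this qHTS, compounds that restore growth of yeast expressing TDP-43 appear as activators. Cells (OD600=0.02, galactose medium, raffinose-pregrown) are incubated with compound 24 hr at 30 deg C and growth is quantified by BacTiter-Glo.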
Abeta yeast res – compounds reversing amyloid beta toxicity in yeast; yeast expressing A-beta42, growth rescue, OD600, 48 h; response scale: 0% DMSO, 100% iron-clioquinol control; Potency, µM (top dose mostly 46.1 µM), for inactives: at the top dose growth rescue, actives largely listed as activators; 410,000 compounds, 0.063% hits; AID 1347071; note: potency is the fitted concentration of half-maximal effect; nearly all actives have a fitted effect of over 55% in size
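Yeast A-beta toxicity model in growth medium with pinned compounds, 48 h at 30 C; growth read as absorbance at 600 nm. Normalized to FeCl3/clioquinol equimolar mix (positive) and DMSO (negative).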
GLP1R inv ag – GLP-1 receptor (human) inverse agonism; P43220; Potency, µM (series often up to 38.3 µM), without a hit: top-dose activity change, negative = inhibition, hits mostly inhibitors; 410,000 compounds, 1.6% hits; HEK293 GLP-1R CRE-luciferase, luminescence, 24 h; GLP-1R form is constitutively active; note: potency is the fitted concentration of half-maximal effect; % is set by controls: 0 for no effect and ±100 for the full control effect; nearly all actives have a fitted effect of over 55% in size
Target sequence (P43220 whole entry, looked up): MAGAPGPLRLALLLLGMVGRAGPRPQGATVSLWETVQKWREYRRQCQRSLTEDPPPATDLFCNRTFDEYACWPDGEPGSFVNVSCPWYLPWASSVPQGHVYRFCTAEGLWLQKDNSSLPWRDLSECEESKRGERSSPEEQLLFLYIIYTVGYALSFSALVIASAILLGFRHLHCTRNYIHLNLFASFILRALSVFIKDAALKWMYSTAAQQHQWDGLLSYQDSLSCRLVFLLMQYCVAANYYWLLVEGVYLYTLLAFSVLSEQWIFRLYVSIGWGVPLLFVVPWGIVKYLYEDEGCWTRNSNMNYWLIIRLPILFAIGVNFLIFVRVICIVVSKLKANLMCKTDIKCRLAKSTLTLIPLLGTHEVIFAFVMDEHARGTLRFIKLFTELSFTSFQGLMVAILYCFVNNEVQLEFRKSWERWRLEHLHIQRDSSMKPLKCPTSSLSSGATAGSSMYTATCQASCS
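HEK293 cells stably co-expressing constitutively active GLP-1R and a cAMP-responsive luciferase reporter were seeded in DMEM with 10% Nu serum, given compounds after 12 h, and incubated 24 h at 37 deg C. Luminescence was then read.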
aSyn yeast inh – inhibitors of alpha-synuclein toxicity in yeast. Yeast expressing alpha-synuclein, growth rescue, BacTiter-Glo, 24 h. Potency, µM (highest dose often 46.1 µM), without a hit: at the highest dose growth rescue (activation), usual class: activators. 370,000 compounds, 0.14% hits; note: potency is the fitted concentration of half-maximal effect; % of control where 0% means no effect; nearly all actives have a fitted effect of over 65% in size
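Screening used galactose-induced yeast with toxic alpha-synuclein levels, exposed to compound for 24 hr at 30 deg C. Cell growth, read with BacTiter-Glo luminescence, gave the measured signal.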
FUS yeast rescue – suppressors of FUS proteinopathy in yeast; S. cerevisiae FUS-expressing, growth rescue, OD600, 24 h; Potency, µM (highest dose often 76.6 µM), without a hit: top-dose growth rescue (activation), actives largely listed as activators; 390,000 compounds, 0.24% hits;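 note: potency is the fitted concentration of half-maximal effect; plate controls were DMSO vehicle for no effect and reference control for full effect; nearly all actives have a fitted effect of over 55% in size; some results filed as inactive show a strong effect at the top dose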
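Restored growth of FUS-toxic S. cerevisiae, read as 600 nm absorbance after 24 h at 30C in galactose medium (starting OD 0.005). Controls CP55940 and DMSO.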
Mm-Cpn inhibitor – blocks the Methanococcus maripaludis chaperonin Mm-Cpn; purified Mm-Cpn ATPase, ADP Transcreener TR-FRET; Potency, µM (highest dose often 76.9 µM), for inactives: top-dose activity, negative = inhibition, usual class: inhibitors; 330,000 compounds, 0.031% hits; AID 504842; note: potency is the fitted concentration of half-maximal effect; % is set by controls: 0 for no effect and ±100 for the full control effect; nearly all actives have a fitted effect of over 80% in size
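ATPase read-out: TR-FRET ADP immunoassay (anti-ADP Eu cryptate vs ADP-d2), ex 320 nm, em 590/665 nm; signal drops as ADP forms. Enzyme 25 nM, ATP 10 uM, 30 min at 37°C after 10 min compound preincubation.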
HEK293 tox – cytotoxicity in counter-screen for GLP-1R inverse agonists; Potency, µM (series often up to 38.3 µM), without a hit: at the top dose activity change, negative = inhibition, usual class: inhibitors; HEK293 cAMP-luciferase reporter cells, luminescence, 24 h; 410,000 compounds, 0.13% hits;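 note: loss of luciferase light is scored as toxicity; potency is the fitted concentration of half-maximal effect; % is set by controls: 0 for no effect and ±100 for the full control effect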
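MLSMR compounds, 24 hr on cells at 37 deg C/5% CO2; luminescence after luciferase reagent (12 min RT). Inhibition counted as the undesired cytotoxic outcome.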
pAkt inh – Akt phosphorylation inhibition | activity change, % for hits at 50 µM | 360,000 compounds, 0.32% hits | Neuro2A IGF-stimulated pAkt S473 HTRF, 20 min; active compounds read low | AID 651550; in the data active = activity change below about -80%; inconclusive = mostly about -51% to -80%; note: % is set by controls: 0 for no effect and ±100 for the full control effect
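Neuro2A cells (4,500/well, DMEM with 0.5% FBS) were treated with compound at a single 50 µM final concentration, stimulated with 6 nM IGF for 20 min at 37 °C, and lysed. Phospho-Akt Ser473 was read by HTRF as 665/615 ratio ×10^4.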
Numbers without * were called inactive; i = inactive; u = inconclusive; x = no result given; & = joins results of further samples; [ ] = dose if it differs, or a comment. Unless noted, calls come from the whole dose curve; as a rule, active = well fitted curve in the direction sought with a large enough effect; inconclusive = small, poorly fitted or top-dose-only effect, or another doubt; inactive = no such curve, though single readings can be large; an effect the other way counts as inactive or inconclusive.

SMILES | PTHR1 ag | TDP43 rescue | Abeta yeast res | GLP1R inv ag | aSyn yeast inh | FUS yeast rescue | Mm-Cpn inhibitor | HEK293 tox | pAkt inh
COc1cccc(N/C(SCc2cccc([N+](=O)[O-])c2)=C(/C#N)C(=O)NCc2cccs2)c1 | -10% | -1% | 5% | u | 12% | -3% | -1% | 4% | i
CC1(C(=O)NCc2ccccc2)CN(S(C)(=O)=O)CC(=O)N1CCCn1ccnc1 (stereo not given) | -5% | -2% | -10% | 41% | -8% | 31% | x | -14% | i
O=C(NCCN1CCNC1=O)c1ccc2sc([C@H]3C[C@H](O)[C@@H](CO)O3)nc2c1 | 1% | 0% | 9% | 11% | -3% | -19% | x | 0% | i
Cc1cc2cc(CN(Cc3ccco3)C(=S)NCC3CCCO3)c(=O)[nH]c2cc1C (stereo not given) | -7% | 18% | 3% | -25% | 4% | x | -5% | -15% | i
COCCNC(=O)CN(C(=O)Cn1nnc2ccccc21)c1ccc(C)cc1 | -13% | 24% | 9% | -12% | 0% | -35% | 1% | 6% | i
O=C(NC1CCS(=O)(=O)C1)/C(=C\c1ccco1)NC(=O)c1ccccc1 (stereo not given) | i | -10% | -4% | 7% | -4% | 21% | 0% | 4% | i
CCOCCCNC(=O)CNC(=S)N(Cc1ccccc1F)C1CCCCC1 | -13%[57.5 µM] | 2% | 4% | 0% | 15% | 31% | -3% | -14% | i
CN(CC(=O)Nc1cccc(F)c1)C(=O)CN1c2cccc3cccc(c23)S1(=O)=O | -21% | -2% | 5% | u | 28%[1.84 µM] | 37% | -3% | 1% | i
O=C(C1CCC(CNc2c(N3CCCCC3)c(=O)c2=O)CC1)N1CCN(c2ccccn2)CC1 (stereo not given) | -4% | 0% | 0% | 7% | -1% | -20% | -2% | -10% | i
CC(CC(=O)N1CCN(c2ccccc2)CC1)S(=O)(=O)c1ccc2c(c1)NC(=O)CS2 (stereo not given) | -21% | 6% | 9% | -14% | 0% | 34% | 1% | -9% | i
Cc1cc(C(=O)Nc2ccc([N+](=O)[O-])cn2)cs1 | -50%[inhibitor] | u | 3% | 2% | -1% | -19% | 1% | -18% | i
COC(=O)c1cc(C)nc2c1c(=O)nc(SCc1cc(C)ccc1C)n2C1CC1 | -32%[inhibitor] | 8% | -19% | -2% | x | -8% | x | 1% | x
O=C(c1cncc(Br)c1)N1CCN(S(=O)(=O)c2ccccc2C(F)(F)F)CC1 | -12% | 4% | -11% | -30% | 2% | -16% | 6% | -5% | i
Cc1ccc(S(=O)(=O)N2CCCCC2)cc1NC(=O)COC(=O)C1(C)CC1(Cl)Cl (stereo not given) | -23% | 21% | 9% | 7.9µM* | 4%[1.84 µM] | u | 2% | -7% | i
CNC(=O)c1ccccc1NC(=O)c1cccc(S(=O)(=O)N2CCCCC2)c1 | i | 10% | -4% | 13% | -5% | -13% | -1% | 21% | i
Cc1noc(C)c1NC(=O)N(C)C[C@H]1OCc2cnnn2CCCC(=O)N([C@H](C)CO)C[C@H]1C | i | -11% | -23% | 9% | 6% | -2% | x | 1% | i
O=C(Cc1n[nH]c(=O)c2ccccc12)OCC(=O)c1ccccc1Cl | -25% | 7% | -1% | -12% | 0% | 15% | -2% | 9% | i
CC1=CC(=O)N(c2cccc3c(N4C(=O)C=C(C)C4=O)cccc23)C1=O | -70%[inhibitor] | u | -32% | 81%[activator] | 10% | x | x | 18% | i
O=C(NC1(C(F)(F)F)NC(=O)N(c2ccccc2)C1=O)c1cccs1 (stereo not given) | -24% | 0% | 0% | -6% | -1% | x | -1% | 19% | i
NC(=O)Cc1ccc(C(=O)c2ccc(Cl)cc2Cl)s1 | -14% | 8% | 3% | u | -1% | -11% | -1% | -7% | i
COc1ccc(NC(=O)c2nc[nH]c2C(=O)N[C@@H](CC(C)C)C(=O)OC(C)(C)C)cc1 | i | 18% | u | u | 1% | 17% | 1% | u | i
COC(=O)c1ccc(CSc2ccc3nnc(-c4ccc(OC)c(OC)c4)n3n2)o1 | -32%[inhibitor] | 15% | 6% | 54%[activator] | 9% | -5% | x | -13% | i
Cc1ccc(C)c(N=C2NC(=O)CS2)c1 | i | 7% | -1% | 3% | -7% | 3% | 0% | -2% | i
COc1ccc(-c2ccc(=O)n(Cc3cc(=O)n4ccccc4n3)n2)cc1 | 4%[57.5 µM] | -4% | 5% | 69%[activator] | u | 11% | 0% | 1% | i
Cc1ccccc1COC(=O)CNC(=O)c1sc2ccccc2c1Cl | i | 7% | -1% | -16% | 15% | 6% | -20% | 3% | i
CCOc1ccc(C(=O)NCC(=O)OCC(=O)N2C(C)CCCC2C)cc1 (stereo not given) | -5% | 3% | 12% | -26% | 0% | 19% | -1% | 2% | i
COc1ccc(OC)c(CCNC(=O)c2ccc(CS(=O)Cc3ccc(Cl)cc3)o2)c1 (stereo not given) | -25% | 14% | -1% | u | 1% | 25% | 3% | -19% | i
COc1cc(OC)cc(C(=O)NCCCCCCNC(=O)c2cc(OC)cc(OC)c2)c1 | i | 6% | 4% | -48% | 1% | x | -5% | 0% | i
COc1ccc2nc(SCC(=O)Nc3ccc(S(=O)(=O)Nc4onc(C)c4C)cc3)[nH]c2c1 | i | -14% | 9% | -10% | -4% | 7% | 2% | 7% | i
Cc1nc2cc(-c3cccc(F)c3)nn2c(C)c1CCC(=O)NC(C)CCc1ccco1 (stereo not given) | -23% | 25% | -13% | u | 6% | 3% | 0% | -4% | i
O=S(=O)(Nc1ccc2c(c1)OCO2)c1ccc(Br)s1 | -34%[inhibitor] | u | -20% | -2% | 4% | 4% | 1% | 15% | i
CCOc1ccc(C2CC(c3ccc(CC)cc3)Nc3nc(N)nn32)cc1 (stereo not given) | i | 11% | -3% | 7% | 2% | 6% | 1% | -3% | i
COc1ccc(/C=C/c2nc(N)nc(-c3ccccc3O)n2)cc1OC | i | 16µM* | -10% | 0% | 13% | x | 2% | -28% | i
S=C(Nc1ccccc1)Nc1nc2ccccc2n1CCOc1ccc(Br)cc1 | -23% | 22% | -7% | 2% | 2% | -5% | -26% | 1% | i
Cc1c(C)n(Cc2ccccc2)c2ccc(C(=O)NCc3ccccc3F)cc12 | i | -5% | 3% | u | x | 31% | x | -8% | x
COC(=O)c1sccc1S(=O)(=O)Nc1ccc(Cl)cc1 | -55%[inhibitor] | -11% | -14% | 28% | 10% | 32% | 1% | 0% | i

Just FUS yeast rescue, PTHR1 ag and HEK293 tox, for some of the entries so far:
SMILES	FUS yeast rescue	PTHR1 ag	HEK293 tox
CCOc1ccc(C2CC(c3ccc(CC)cc3)Nc3nc(N)nn32)cc1 (stereo not given)	6%	i	-3%
COc1ccc(/C=C/c2nc(N)nc(-c3ccccc3O)n2)cc1OC	x	i	-28%
S=C(Nc1ccccc1)Nc1nc2ccccc2n1CCOc1ccc(Br)cc1	-5%	-23%	1%

(further entries)
SMILES | PTHR1 ag | TDP43 rescue | Abeta yeast res | GLP1R inv ag | aSyn yeast inh | FUS yeast rescue | Mm-Cpn inhibitor | HEK293 tox | pAkt inh
CCCCn1nc(C(=O)N(C)CC(=O)Nc2cccc(F)c2)c2ccccc2c1=O | -8% | 12% | -7% | u | 1% | 4% | 2% | 7% | i
CCN(CC)S(=O)(=O)c1ccc2c(c1)nc(CN(C)C(=O)Nc1ccc(C)c(F)c1)n2C | i | -8% | -11% | -15% | x | 20% | x | 2% | x
O=C(Cc1ccc(Br)c2ccccc12)N/N=C/c1ccccn1 | -27% | 17% | u | u | u | 30% | -3% | u | i
Clc1cccc(/C=N/Nc2ncnc3ccccc23)c1 | -77%[inhibitor][57.5 µM] | u | u | u | -16% | 22% | 1% | -30% | i
C#CCNC(=O)C1=C[C@@H](C2CC2)C[C@@H](OCc2ccc(CO)cc2)O1 | -16% | 21% | -5% | 6% | 1% | 2% | x | 16% | i
O=C(O)/C=C/c1ccc(O)c(O)c1 | i | 16% | -11% | 7% | 1%&0% | -40% | 1% | -2% | i
Cc1c(NC(=O)Nc2cccc(Cl)c2)c(=O)n(-c2ccccc2)n1C | 0%[57.5 µM] | -4% | -36%[inhibitor] | -3% | 2% | 8% | 0% | -4% | i
CCN1CCCC1CNCc1ccc(OCc2ccc(Cl)nc2)c(OC)c1 (stereo not given) | u | -16% | 12% | -20% | -1% | 22% | -1% | -4% | i
Cc1cc(NC(=O)CSc2nnc(-c3c[nH]c4ccccc34)n2C)no1 | i | 9% | 1% | 11% | 3% | -36% | 0% | 1% | i
CCOc1ccc(CCNC(=O)Cn2c(=O)c3cccn3c3ccc(F)cc32)cc1OCC | i | -3% | -21% | 30% | x | 0% | x | -2% | x
CC(=O)c1cnc2cc(C)nn2c1C | i | -3% | -8% | 28% | 0% | -4% | 0% | 29% | i
Cc1ccc2nc(SC(C)C(=O)NCc3ccco3)[nH]c2c1 (stereo not given) | i | 3% | -7% | -2% | -7% | 7% | 3% | -10% | i

An excerpt from above in order of their number in PTHR1 ag, high to low:
Structure	PTHR1 ag
CCCCn1nc(C(=O)N(C)CC(=O)Nc2cccc(F)c2)c2ccccc2c1=O	-8%
C#CCNC(=O)C1=C[C@@H](C2CC2)C[C@@H](OCc2ccc(CO)cc2)O1	-16%
O=C(Cc1ccc(Br)c2ccccc12)N/N=C/c1ccccn1	-27%

These rows are one share of the data; count on the stated rates, not on these rows.
